Screening data from PubChem BioAssay.
Dyrk1A ADPGlo – rat Dyrk1A kinase inhibitors, primary screen, biochemical, single point, plate reader; Dual specificity tyrosine-phosphorylation-regulated kinase 1A (Rattus norvegicus), Q63470; ADP-Glo luminescence, NFATc1 peptide; inhibition, % at 12.5 µM; actives 0.43% (n = 310,000); AID 504441, 2011; in the data active means inhibition above about 50%;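 further: plate controls were vehicle with enzyme for no effect and no enzyme for full effect; many of its hits are not listed in these tables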
KCNQ1 block – inhibitors of human KCNQ1 channel, primary screen, cell-based, thallium flux, high-throughput; CHO-K1 KCNQ1, FluxOR thallium flux fluorescence; active compounds read high; B-score at 10 µM; actives 1.3% (n = 310,000);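 active means compounds whose thallium flux B-score, printed positive for inhibition, exceeds three library SD while starting fluorescence stays within three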;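 further: channel opened by potassium depolarization with thallium stimulus after 20 min compound exposure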
Target sequence (P51787 whole entry, looked up): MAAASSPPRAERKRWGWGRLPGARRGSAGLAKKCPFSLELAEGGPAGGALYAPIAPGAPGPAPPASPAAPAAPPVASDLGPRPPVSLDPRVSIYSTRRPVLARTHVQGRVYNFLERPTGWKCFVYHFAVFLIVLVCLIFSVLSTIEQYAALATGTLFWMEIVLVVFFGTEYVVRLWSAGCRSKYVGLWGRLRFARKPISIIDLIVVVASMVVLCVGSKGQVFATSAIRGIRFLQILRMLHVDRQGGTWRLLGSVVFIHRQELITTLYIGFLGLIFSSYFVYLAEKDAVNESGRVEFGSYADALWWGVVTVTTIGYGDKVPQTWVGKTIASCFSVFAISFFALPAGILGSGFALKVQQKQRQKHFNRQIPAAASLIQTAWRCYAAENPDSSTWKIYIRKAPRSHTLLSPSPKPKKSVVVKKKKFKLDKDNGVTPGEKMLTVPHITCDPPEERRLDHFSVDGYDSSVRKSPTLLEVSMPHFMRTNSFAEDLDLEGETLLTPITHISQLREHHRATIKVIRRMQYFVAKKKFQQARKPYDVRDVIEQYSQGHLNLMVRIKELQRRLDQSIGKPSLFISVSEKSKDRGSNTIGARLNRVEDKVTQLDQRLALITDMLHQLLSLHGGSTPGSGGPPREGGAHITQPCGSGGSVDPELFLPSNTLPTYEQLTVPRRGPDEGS
KCNK3 inh – human KCNK3 channel inhibitors, primary screen, CHO cells, FluxOR thallium flux, B-score | actives 0.84% (n = 340,000) | AID 602410, 2012 | FluxOR fluorescence; active compounds read low | B-score at 10 µM;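 active means B-score under library mean minus 4 SD, starting fluorescence ratio at most library mean plus 5 SD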;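 further: more negative B-score means stronger inhibition of thallium flux through KCNK3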
Target sequence (O14649 whole entry, looked up): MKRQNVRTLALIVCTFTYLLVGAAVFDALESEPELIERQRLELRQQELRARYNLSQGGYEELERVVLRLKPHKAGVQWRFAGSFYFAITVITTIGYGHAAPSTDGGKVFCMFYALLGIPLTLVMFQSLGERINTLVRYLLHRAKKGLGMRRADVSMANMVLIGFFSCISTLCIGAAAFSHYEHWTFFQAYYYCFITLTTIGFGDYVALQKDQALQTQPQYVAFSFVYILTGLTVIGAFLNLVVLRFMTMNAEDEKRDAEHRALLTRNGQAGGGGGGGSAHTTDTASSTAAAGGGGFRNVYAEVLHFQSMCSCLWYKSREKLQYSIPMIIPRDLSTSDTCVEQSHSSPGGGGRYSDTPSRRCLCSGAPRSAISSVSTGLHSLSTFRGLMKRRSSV
GSK3A inh – blockers of GSK3A enzyme activity – biochemical, luminescence, cell-free homogeneous, HTS, primary screen; actives 0.1% (n = 320,000); GSK-3 alpha kinase, ADP-Glo luminescence, 60 min; inhibition, % at 10 µM; Glycogen synthase kinase-3 alpha (Homo sapiens), P49840;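 in the data active means inhibition above about 50%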;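 further: GST-tagged GSK-3 alpha with peptide substrate and 25 µM ATP; 0% = DMSO neutral wells and 100% = GW8510 positive control wells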
RGS4 act – RGS4 potentiators or activators, primary screen, cell-based, HEK293 M3R inducible RGS4, calcium flux | carbachol calcium flux Fluo4; active compounds read low | B-score at 10 µM | actives 0.92% (n = 310,000);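 active means B-score of the integrated calcium signal more than 4 SD below the library mean, with starting fluorescence not abnormally high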;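 further: negative B-score means reduced calcium response which marks RGS4 activation or potentiation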
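test system = M3R-expressing HEK293 line, RGS4 induced by doxycycline | probe or stimulus = carbachol at ECmax as muscarinic agonist stimulus | timing = dye loading 30 min 37 °C, buffer rest 30 min RT | signal = calcium dye Fluo4 fluorescence | evaluation = B score from integrated fluorescence ratio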
hERG protect – hERG rescue from dofetilide block, primary screen, cell-based, CHO-hERG, FluxOR thallium flux, dofetilide IC70; dofetilide IC70 present; actives 0.51% (n = 310,000); activation (rescue from dofetilide block), less the hit threshold, % at 10 µM; Voltage-gated inwardly rectifying potassium channel KCNH2 (Homo sapiens), Q12809;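 active means activation above the mean of controls blocked by dofetilide plus 5 SD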;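 further: thallium influx through hERG after potassium depolarization seen as dye fluorescence rise; in these data hits start at about 4.7%; inactives centre near -7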
RGS4 inh – RGS4 inhibitors, primary screen, cell-based, HEK293 M3R inducible RGS4, calcium flux; AID 463165, 2010; actives 0.45% (n = 310,000); B-score at 10 µM; Fluo-4 calcium flux; active compounds read high; triggered by carbachol at its EC20; Regulator of G-protein signaling 4 (Homo sapiens), P49798;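 active means B-score, a plate-corrected calcium signal, over three deviations above library mean, with baseline fluorescence within five deviations of library mean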;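 further: RGS4 expression induced by doxycycline in cells with stable M3 receptor; B-score is computed from the integrated fluorescence ratio over baseline after carbachol; higher B-score means a larger calcium signal and so more RGS4 inhibition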
KCNK9 inh – KCNK9 potassium channel inhibitors, primary screen, HEK293 cells, thallium flux; Potassium channel subfamily K member 9 (Homo sapiens), Q9NPC2; FluxOR thallium flux fluorescence; active compounds read low; B-score at 10 µM; actives 1.2% (n = 310,000);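 active means ratio B-score over 3 SD below the library mean, with starting fluorescence within 5 SD of its mean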;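 further: negative B-score means less thallium flux so channel inhibition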
PolyA inh – polyadenylation inhibitors in yeast reporter cells, primary screen, luminescence, S. cerevisiae; calls only at 12 µM; actives 0.02% (n = 300,000); AID 1875, 2009; S. cerevisiae SKY197-pL101 polyadenylation reporter, beta-gal luminescence; efflux-impaired pdr1/pdr3 knockout yeast; score 100 = 6 SD above DMSO;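 active means lowest replicate activity score at least 50, where 100 means six control SD above control mean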;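 further: yeast exposed to compound for 9 h at 30 °C; higher score means more reporter readthrough which indicates perturbed polyadenylation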
KCNQ1 act – potentiators or activators of KCNQ1 channel, primary screen, cell-based, thallium flux, high-throughput | actives 0.35% (n = 310,000) | CHO-K1 KCNQ1, thallium flux FluxOR fluorescence; active compounds read high | B-score at 10 µM | AID 2648, 2010 | Potassium voltage-gated channel subfamily KQT member 1 (Homo sapiens), P51787;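 active means fluorescence ratio B-score, a plate-corrected score, at least three library SD, with initial intensity B-score within 5 SD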
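Medium – assay buffer, equal DMSO in all wells · Material – CHO-K1 cell line with stable KCNQ1 potassium channel expression · Signal – kinetic FluxOR thallium fluorescence, 10-s 1-Hz baseline, 110-s post-stimulus read · Compound – single concentration per compound, DMSO matched to controls · Schedule – 37 °C overnight plating, 90-min dark dye load, 20-min compound pretreatment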
GSK3beta inhib – human GSK3beta kinase inhibitors, primary screen, biochemical, cell-free homogeneous, HTS; GST-GSK3beta kinase, ADP-Glo luminescence, 60 min; active compounds read low; activity score (negative = inhibition), % at 10 µM; Glycogen synthase kinase-3 beta (Homo sapiens), P49841; actives 0.038% (n = 300,000); AID 2097, 2009;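 active means more than half of replicate wells score below -50%, meaning over 50% inhibition versus plate controls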;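 further: 0% = median DMSO wells and -100% = median GW8510 positive control wells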
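Assay system: GST-fused GSK3beta enzyme, cell-free / Medium: Tris pH 7.5 buffer with MgCl2, DTT, BSA, heparin / Also added: peptide substrate plus 25 µM ATP (final) / Compound: 10 µM single point / Timing: kinase reaction with compound 60 min at room temperature / Detection: ADP-Glo luminescence / Benchmarks: DMSO neutral wells and GW8510 at 20 µM as positive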
An asterisk follows results filed as active; i = inactive; · = no result given.

SMILES | Dyrk1A ADPGlo | KCNQ1 block | KCNK3 inh | GSK3A inh | RGS4 act | hERG protect | RGS4 inh | KCNK9 inh | PolyA inh | KCNQ1 act | GSK3beta inhib
CCOC(=O)c1cc(NC(=O)CNCC(c2ccccc2)N(C)C)cc(C(=O)OCC)c1 (configuration not stated) | -7 | i | i | 0 | i | -2 | i | i | i | i | -1
COc1cccc(-c2nc(CS(=O)CC(=O)NC3CCCC3)c(C)o2)c1 (configuration not stated) | 3 | i | i | -1 | i | -11 | i | i | i | i | 1
CCc1ccc(-c2nnn(Cc3nc4ccccc4s3)n2)cc1 | 2 | i | i | -1 | i | -19 | i | i | i | i | -2
Cc1ccccc1Oc1ncnc2sccc12 | 2 | i | i | -3 | i | -16 | i | i | i | i | -1
Oc1ccc(N=Nc2n[nH]c(-c3ccccc3)n2)cc1 | 13 | i | i | 3 | i | -7 | i | i | i | i | 0
Cc1cccc(C)c1NC(=O)N1CCN(C2CCCCC2)CC1 | -4 | i | i | -4 | i | -6 | i | i | i | i | -2
O=C(O)COc1ccc(/C=C/c2nc(-c3ccccc3O)n[nH]2)cc1 | 34 | i | i | 9 | i | -7 | i | i | i | i | -1
O=C(Nc1ccccc1)N(c1ccccc1)C1C=CS(=O)(=O)C1 (configuration not stated) | · | i | i | 0 | i | -7 | i | i | i | i | 2
COc1ccc(/C=C(\NC(=O)c2ccccc2)C(=O)NNC(=O)CCN2CCOCC2)cc1 | 1 | i | i | 3 | i | -4 | i | i | i | i | -1
COC(=O)C1C(=O)C2=C(CC1C)NC(=O)CC2c1cccc(C)c1 (configuration not stated) | 1 | · | i | 1 | · | · | · | · | i | · | -2
O=C(CNC(=S)N(Cc1ccccc1F)C1CCCCC1)NCCN1CCOCC1 | 2 | i | i | 2 | i | -18 | i | i | i | i | 2
Cc1ccc(-c2nnc(NC(=O)C3=COCCO3)o2)c(C)c1 | · | i | i | · | i | -1 | i | i | i | i | -1
CCC(CC)C(=O)NCCc1cc2c(C)ccc(C)c2[nH]c1=O | 2 | i | i | 2 | i | -9 | i | i | i | i | -4
Cc1cc(-c2ccccc2)[nH]c(=O)c1S(=O)(=O)c1ccccc1 | -6 | i | i | -5 | i | -7 | i | i | i | i | 1
CCC(Oc1ccccc1)C(=O)Nc1ccccc1C(=O)N1CCCCC1 (configuration not stated) | -2 | i | i | -2 | i | -26 | i | i | i | i | 2
O=C(NC1(C(F)(F)F)C(=O)Nc2c1c(=O)[nH]c(=O)n2Cc1ccco1)C1CCCCC1 (configuration not stated) | 0 | i | i | -3 | i | -10 | i | i | i | i | 3
COc1ccc(C(=O)NNC(=S)Nc2ccccc2)cc1 | · | i | i | -2 | i | -7 | i | i | i | i | 0
CCc1nc2oc3ccccc3c(=O)c2c(=O)n1Cc1ccc(OC)cc1 | 22 | i | i | 2 | i | -6 | i | i | i | i | 4
Cc1cc([N+](=O)[O-])ccc1NCc1ccco1 | 4 | i | i | -2 | i | -32 | i | i | i | i | 2
CC(=O)n1cc(/C=N/NC(=O)c2ccc([N+](=O)[O-])cc2)c2ccccc21 | 1 | i | i | 0 | i | -9 | i | i | i | i | -2
COc1ccccc1N1CCN(CCN2C(=O)CC3(CCCC3)CC2=O)CC1 | -2 | i | i | -5 | i | -2 | i | i | i | i | -3
COc1ccccc1NC(=O)CSc1nnc(CNC(=O)c2ccco2)n1C | -2 | i | i | -1 | i | -4 | i | i | i | i | -2
CCOC(=O)C[C@H]1c2ccccc2S(=O)(=O)N1Cc1cccc(C(F)(F)F)c1 | · | i | i | -1 | i | -9 | i | i | i | i | 1
COCCCNS(=O)(=O)c1ccc2[nH]c3c(c2c1)CCCCC3 | -1 | i | i | 0 | i | -3 | i | i | i | i | -4
COc1ccccc1C1=NC(c2ccccc2)CN1c1ccccc1 (configuration not stated) | 1 | i | i | 0 | i | -10 | i | i | i | i | 5
Cc1cc(C(=O)OCC(=O)NC(C)c2ccccc2)c(C)o1 (configuration not stated) | -3 | i | i | -3 | i | -10 | i | i | i | i | 2
Cc1onc(-c2ccccc2)c1C(=O)Nc1nnc(-c2ccncc2)s1 | 9 | i | i | -16 | i | -10 | i | i | i | i | 1
O=C(Nc1cccnc1)c1ccc(F)cc1 | 24 | i | i | 4 | i | -12 | i | i | i | i | -1
O=C(c1cc(S(=O)(=O)N2CCN(c3ccccc3)CC2)ccc1Cl)N1CCCC(C(F)(F)F)C1 (configuration not stated) | 0 | i | i | -1 | i | -18 | i | i | i | i | 3
COCC(C)NS(=O)(=O)c1ccc(OC)cc1 (configuration not stated) | -2 | i | i | · | i | -24 | i | i | i | i | 0
Cc1oc(-c2ccccc2)cc1C(=O)Nc1cccc(/C=C/C(=O)O)c1 | 11 | i | i | · | i | -5 | i | i | i | i | 0
Cc1c(-c2nc(N)nc(Nc3ccccc3F)n2)oc2ccccc12 | 6 | i | i | 0 | i | -10 | i | i | · | i | -1
CCN(CC)S(=O)(=O)c1cccc(-c2nnc(SCC(N)=O)n2C)c1 | · | i | i | 1 | i | -17 | i | i | i | i | 1
CCCCN(C(=O)c1[nH]c(C)c(C(C)=O)c1C)c1c(N)n(CCCC)c(=O)[nH]c1=O | 6 | i | i | -3 | i | -15 | i | i | i | i | 0
CCCOC(=O)C1C2C=CC3(CN(c4ccc(Cl)c(F)c4)C(=O)C13)O2 (configuration not stated) | 5 | i | i | 0 | i | -2 | i | i | i | i | -1
C=CCNC(=O)NC(=O)CSc1nc2cc([N+](=O)[O-])ccc2n1-c1cccc(C(F)(F)F)c1 | 0 | i | i | · | i | -8 | i | i | i | i | -3
CCOc1ccc(NS(=O)(=O)c2ccc(C(=O)NCC(C)(C)N3CCOCC3)cc2)cc1 | 2 | i | i | -1 | i | -7 | i | i | i | i | 2
O=C(NCc1ccco1)C(=O)c1cn(CC(=O)N2CCCCC2)c2ccccc12 | · | i | i | -4 | i | -8 | i | i | · | i | -3
Nn1c(SC/C=C/c2ccccc2)nnc1-c1ccco1 | -1 | i | i | -2 | i | -2 | i | i | i | i | 2
CCN1CCCC1Cn1cnc2c([nH]c3ccc(C)cc32)c1=O (configuration not stated) | -1 | i | i | 1 | i | -5 | i | i | i | i | 1
COc1ccc(-n2c(-c3ccccc3)cc3c2CCCC3=O)cc1 | -3 | i | i | 10 | i | -3 | i | i | i | i | 5
Cc1ccc(OCCCN(C)C)c(Br)c1 | -1 | i | i | · | i | -4 | i | i | i | i | 0
COc1ccc(C(=O)OCC(=O)NCCN2C(=O)CSC2=O)cc1 | · | i | i | -1 | i | -11 | i | i | i | i | 1
COc1ccc(CC/C(C)=N\NC(N)=O)cc1 | -2 | i | i | 1 | i | 2 | i | i | i | i | 1
COc1ccc(F)cc1S(=O)(=O)n1cc(C)nc1-c1ccccc1 | 18 | i | i | -2 | i | -8 | i | i | i | i | -1
Cc1cc(C)c(C(N)=O)c(NC(=O)Nc2ccccc2)n1 | 3 | i | i | 1 | i | -17 | i | i | i | i | 1
COc1ccc(/C=N/Nc2nc(Nc3ccccc3)nc(N3CCCCC3)n2)c(OC)c1 | -9 | i | i | -4 | i | -3 | i | i | i | i | 0
NC(=O)CSc1nnc(-c2ccoc2)o1 | -3 | i | i | -1 | i | -9 | i | i | i | i | -1
COc1ccc(C(=O)OCC(O)COC(=O)c2ccc(OC)cc2)cc1 | · | i | i | 0 | i | -7 | i | i | i | i | 7
CCc1noc(C)c1C(=O)Nc1ccc(C)c(S(=O)(=O)N2CCCCCC2)c1 | -5 | i | i | -3 | i | -15 | i | i | i | i | -5
O=C1NCCn2ccc(=O)cc21 | -7 | i | i | 1 | i | -6 | i | i | i | i | -1
CC(=O)Nc1ccc2c(c1)nc(CCNC(=O)c1ccco1)n2C | 3 | i | i | -2 | i | -3 | i | i | i | i | 2
O=C1NN(c2ccccc2)C(=O)/C1=C/c1ccc(Sc2cccc3ccccc23)o1 | 0 | i | i | 0 | i | -10 | 12* | i | i | i | 1

Entries of single compounds, quoted from the list. Values in the order: Dyrk1A ADPGlo | KCNQ1 block | KCNK3 inh | GSK3A inh | RGS4 act | hERG protect | RGS4 inh | KCNK9 inh | PolyA inh | KCNQ1 act | GSK3beta inhib
`COc1ccc(-n2c(-c3ccccc3)cc3c2CCCC3=O)cc1` is entered as -3 | i | i | 10 | i | -3 | i | i | i | i | 5
`Cc1cc(C)c(C(N)=O)c(NC(=O)Nc2ccccc2)n1` is entered as 3 | i | i | 1 | i | -17 | i | i | i | i | 1
`O=C1NCCn2ccc(=O)cc21` is entered as -7 | i | i | 1 | i | -6 | i | i | i | i | -1
`CC(=O)Nc1ccc2c(c1)nc(CCNC(=O)c1ccco1)n2C` is entered as 3 | i | i | -2 | i | -3 | i | i | i | i | 2
`COc1ccc(F)cc1S(=O)(=O)n1cc(C)nc1-c1ccccc1` is entered as 18 | i | i | -2 | i | -8 | i | i | i | i | -1

A portion of the library; rates above refer to the full screens.
